Compound activity as filed in PubChem BioAssay.
NTR1 agonist = agonists of NTR1, primary screen, imaging, U2OS cells, beta-arrestin-GFP, high content (AID 493036) | P30989 | NTR1-U2OS beta-arrestin-GFP spot imaging, agonist mode | activation, % at 20 µM | actives 0.17% (n = 330,000);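 active = activation at or above 40% of the spot to cytoplasm intensity ratio, with at least 20 cells analyzed; inconclusive = wells under 20 cells, flagged as cytotoxic or low count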;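 note: 0% = DMSO without peptide and 100% = 100 nM NTR1 peptide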
Target sequence (P30989 whole entry, looked up): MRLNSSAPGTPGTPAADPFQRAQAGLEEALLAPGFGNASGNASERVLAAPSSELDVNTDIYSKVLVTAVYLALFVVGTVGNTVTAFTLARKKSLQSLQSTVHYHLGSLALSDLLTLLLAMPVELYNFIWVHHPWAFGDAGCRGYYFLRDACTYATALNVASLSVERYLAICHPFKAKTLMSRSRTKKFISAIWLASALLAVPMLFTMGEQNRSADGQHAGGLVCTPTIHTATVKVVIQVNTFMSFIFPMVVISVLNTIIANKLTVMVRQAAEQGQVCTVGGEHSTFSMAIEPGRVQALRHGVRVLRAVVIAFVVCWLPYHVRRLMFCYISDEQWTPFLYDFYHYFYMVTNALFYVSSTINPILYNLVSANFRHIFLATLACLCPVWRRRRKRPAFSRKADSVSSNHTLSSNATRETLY
GPR55 antagonists = inhibition of LPI-stimulated GPR55 beta-arrestin translocation – imaging, U2OS, beta-arrestin-GFP, LPI agonist, primary screen (AID 2013). U2OS GPR55 beta-arrestin-GFP translocation imaging, LPI antagonism; higher % means a stronger effect. inhibition, % at 10 µM; hits with a dose series show IC50 in µM. actives 0.13% (n = 290,000);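 active = spots per cell inhibited over 60%, with over 100 cells counted and total cytoplasm intensity under 500,000; inconclusive = wells with under 100 cells, flagged as likely toxic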;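 note: U2OS cells stably carrying GPR55 and arrestin-GFP stimulated by 5 µM LPI near EC80; imaged beta-arrestin-GFP aggregate spots per cell after agonist stimulation; plate controls were LPI-stimulated DMSO wells for no effect and DMSO wells without LPI for full effect; some results filed as inactive read as strong as hits; confirmed hits need IC50 under 10 µM and bright autofluorescent wells are also inconclusive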
MgcRacGAP inhibition = MgcRacGAP GTPase-activating activity inhibitors, confirmation, biochemical, ADP Hunter fluorescence | MgcRacGAP-stimulated Rac1 GTP hydrolysis, ADP Hunter fluorescence; higher % means a stronger effect; GST-tagged Rac1 F28L mutant substrate | one-dose inhibition, % at 30 µM; IC50 in µM for titrated hits | actives 0.6% (n = 340,000) | AID 624330;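 active = first-screen hits whose inhibition reached a set limit at any dose in the follow-up dose series; inconclusive = inhibition above the set first-screen limit but never retested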;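 note: fluorescence reports GDP produced by GAP-driven GTP hydrolysis; strong numbers were not always called active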
Yfh1-depleted yeast = mitochondrial function rescue without frataxin homolog – Friedreich's ataxia, plus single-dose screen, dose response (AID 1465) | S. cerevisiae Yfh1-off respiration, WST-1 reduction, 72 h; higher fold induction means a stronger effect | fold induction at 50 µM; hits with a dose series show EC50 in µM | actives 0.074% (n = 220,000);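 active = fold induction of absorbance versus untreated yeast above a set limit, then at least 30% activation at any dose in follow-up; inconclusive = repeats straddling the limit, or above it without dose testing; inactive = fold induction below the set limit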;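 note: activators that raise dye reduction in frataxin-depleted yeast; strong numbers were not always called active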
GPR35 arrestin U2OS = inhibition of zaprinast-stimulated GPR35 beta-arrestin translocation – imaging, U2OS, beta-arrestin-GFP, zaprinast agonist, primary screen (AID 2058). inhibition, % at 10 µM; hits with a dose series show IC50 in µM. actives 0.052% (n = 290,000). U2OS GPR35 beta-arrestin-GFP translocation imaging, zaprinast antagonism; higher % means a stronger effect;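 active = inhibition of at least 50% with at least 30 cells and total cytoplasm GFP at most 10,000,000; inconclusive = under 30 cells or total GFP of 10,000,000 plus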
GPR55 beta-arrestin = selective activators of receptor GPR55 – imaging, U2OS cells, beta-arrestin-GFP redistribution, primary screen (AID 1961) | actives 0.048% (n = 290,000) | U2OS GPR55 beta-arrestin-GFP redistribution imaging; higher % means a stronger effect | activation, % at 10 µM; hits with a dose series show EC50 in µM;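 active = activation above 40% with more than 50 cells counted in the well; inconclusive = wells holding fewer than 50 cells, flagged as toxic or sparse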;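 note: U2OS osteosarcoma cells stably expressing GPR55 and beta-arrestin-GFP; plate controls were DMSO negative control for no effect and LPI positive control for full effect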
SV40 large T antigen = TAg ATPase/helicase activity blockers – biochemical (AID 1903) | SV40 large T antigen ATPase/helicase inhibition assay; higher % means a stronger effect | inhibition, % at 20 µM, or IC50 in µM where a hit was titrated | actives 0.39% (n = 310,000); in the data active = a potency from the dose series; inconclusive = inhibition mostly from about 32% at the one dose, without a potency; inactive = the rest, 99 in 100 with inhibition below about 32%; note: strong numbers were not always called active
NS5 inhibitors = flavivirus cap methylation enzyme inhibition – biochemical, confirmation dose response, primary screen (AID 588689); Dengue-2 NS5 methyltransferase capping enzyme assay, biochemical; higher % means a stronger effect; inhibition, % at 25 µM; hits with a dose series show IC50 in µM; actives 0.3% (n = 340,000); in the data active = a potency from the dose series; inconclusive = inhibition above about 29% without an active follow-up result
AID2073 = inhibitors of Mint1-CaV2.2 protein interaction, biochemical, HTRF (AID 2073); actives 0.19% (n = 290,000); inhibition, % at 20 µM, or IC50 in µM where a hit was titrated; HTRF protein-protein interaction, Mint1-CaV2.2; higher % means a stronger effect; in the data active = inhibition mostly above about 51%, no sharp cut-off; inconclusive = no clear call, values can overlap the other calls; inactive = mostly below about 53%; note: some results filed as inactive read as strong as hits
NTR1 agonist cell count 20 µM = recorded beside NTR1 agonist, whose call it bears; cell count; measured here: cell count, cytotoxicity flag
NS5 inhibitors pilot replicate = second read-out of NS5 inhibitors, no call of its own (marks repeat the call); inhibition, %; measured here: pilot screen replicate inhibition
The depositor's hits bear a star.

For COC(=O)c1ccc(CN2CCN(C3CCCCC3)C(CCO)C2)cc1 (stereo unspecified) the results were NTR1 agonist -0.7, GPR55 antagonists -4%, MgcRacGAP inhibition 12%, Yfh1-depleted yeast inactive, GPR35 arrestin U2OS -13%, GPR55 beta-arrestin 0.7%, SV40 large T antigen 8%, NS5 inhibitors -7%, AID2073 12% and NTR1 agonist cell count 20 µM 55.
For Cc1nn(C)c(C(=O)N/N=C/c2cccnc2)c1Br the results were NTR1 agonist 0.3, GPR55 antagonists -1%, MgcRacGAP inhibition -1%, GPR35 arrestin U2OS -10%, GPR55 beta-arrestin -0.2%, SV40 large T antigen 0%, NS5 inhibitors 3%, AID2073 10% and NTR1 agonist cell count 20 µM 45.
For CCOC(=O)N1CCC(Nc2c(N3CCN(c4cccc(C(F)(F)F)c4)CC3)c(=O)c2=O)CC1 the results were NTR1 agonist 1.8, GPR55 antagonists 15%, MgcRacGAP inhibition 10%, Yfh1-depleted yeast inactive, GPR35 arrestin U2OS -12%, GPR55 beta-arrestin 0.3%, SV40 large T antigen 11%, NS5 inhibitors 0%, AID2073 -6% and NTR1 agonist cell count 20 µM 48.
CC(C)N(C(=O)CSc1nc(Cc2ccccc2)nc2ccccc12)C(C)C was read as NTR1 agonist 4.9, GPR55 antagonists 7%, MgcRacGAP inhibition 9%, GPR35 arrestin U2OS -1%, GPR55 beta-arrestin -0.1%, SV40 large T antigen 3%, NS5 inhibitors -3%, AID2073 14%, NTR1 agonist cell count 20 µM 55 and NS5 inhibitors pilot replicate 3.3.
O=C(CCc1ccccc1)Nc1nnc(-c2ccc3c(c2)OCCO3)o1 was read as NTR1 agonist -0.5, GPR55 antagonists 2%, MgcRacGAP inhibition -2%, Yfh1-depleted yeast inactive, GPR35 arrestin U2OS 17%, GPR55 beta-arrestin 0.7%, SV40 large T antigen 7%, NS5 inhibitors -4%, AID2073 0% and NTR1 agonist cell count 20 µM 65.
Screening COc1cccc(N2CCN(CC(=O)Nc3nc4c(s3)CC(C)CC4)CC2)c1 (stereo unspecified) returned NTR1 agonist 5.2, GPR55 antagonists 12%, MgcRacGAP inhibition 8%, Yfh1-depleted yeast inactive, GPR35 arrestin U2OS -9%, GPR55 beta-arrestin -0.1%, SV40 large T antigen 12%, NS5 inhibitors -1%, AID2073 -4% and NTR1 agonist cell count 20 µM 74.
`CCn1c(NC(=O)c2ccccc2F)c(-c2cccs2)c(=O)c2ccccc21` gave NTR1 agonist -1.7, GPR55 antagonists 8%, MgcRacGAP inhibition 6%, Yfh1-depleted yeast inactive, GPR35 arrestin U2OS -3%, GPR55 beta-arrestin -0.1%, SV40 large T antigen 10%, NS5 inhibitors -6%, AID2073 -1% and NTR1 agonist cell count 20 µM 34.
For CCOc1ccccc1NC(=O)NNC(=O)COc1cccc(C)c1C the results were NTR1 agonist -0.4, GPR55 antagonists -2%, MgcRacGAP inhibition 8%, GPR35 arrestin U2OS 3%, GPR55 beta-arrestin -0.2%, SV40 large T antigen 0%, NS5 inhibitors 1%, AID2073 7% and NTR1 agonist cell count 20 µM 49.
`CC(C)(C)OC(=O)[C@H](Cc1ccccc1)NC(=O)c1nc[nH]c1C(=O)N1CCN(c2ccccc2)CC1` gave NTR1 agonist 11, GPR55 antagonists -5%, MgcRacGAP inhibition -6%, GPR35 arrestin U2OS -3%, GPR55 beta-arrestin -0.2%, SV40 large T antigen 11%, NS5 inhibitors -12%, AID2073 5% and NTR1 agonist cell count 20 µM 95.
Screening COc1nc(-c2ccc(Cl)cc2)ccc1-c1noc(-c2ccco2)n1 returned NTR1 agonist -0.1, GPR55 antagonists 4%, MgcRacGAP inhibition 8%, Yfh1-depleted yeast inactive, GPR35 arrestin U2OS 4%, GPR55 beta-arrestin 0.0%, SV40 large T antigen 6%, NS5 inhibitors -5%, AID2073 16% and NTR1 agonist cell count 20 µM 84.
Cc1c(NC(=S)NC(C)(C)C)c(=O)n(-c2ccccc2)n1C was read as NTR1 agonist -2.0, GPR55 antagonists -2%, MgcRacGAP inhibition 6%, Yfh1-depleted yeast inactive, GPR35 arrestin U2OS -8%, GPR55 beta-arrestin -0.4%, SV40 large T antigen 7%, NS5 inhibitors -11%, AID2073 -6% and NTR1 agonist cell count 20 µM 54.
CCCCn1c(N)c(N(CCOC)C(=O)c2ccc(N3CCCC3)c([N+](=O)[O-])c2)c(=O)[nH]c1=O was read as NTR1 agonist -1.5, MgcRacGAP inhibition 4%, SV40 large T antigen 9%, NS5 inhibitors 2% and NTR1 agonist cell count 20 µM 59.
CCC(C)[C@H](NC(=O)NCc1cccc(OC)c1)C(=O)OC (stereo partly specified) was read as NTR1 agonist -1.4, GPR55 antagonists -5%, MgcRacGAP inhibition 11%, Yfh1-depleted yeast inactive, GPR35 arrestin U2OS 4%, GPR55 beta-arrestin -0.3%, SV40 large T antigen 14%, NS5 inhibitors -1%, AID2073 inconclusive and NTR1 agonist cell count 20 µM 44.
Screening O=C(COC(=O)c1cc(S(=O)(=O)N2CCc3ccccc3C2)ccc1Cl)NCc1ccco1 returned NTR1 agonist -7.1, GPR55 antagonists 7%, MgcRacGAP inhibition 9%, Yfh1-depleted yeast inactive, GPR35 arrestin U2OS 8%, GPR55 beta-arrestin -0.1%, SV40 large T antigen 34%, NS5 inhibitors 3%, AID2073 11% and NTR1 agonist cell count 20 µM 104.
Screening CC(=O)Nc1sc(NC(=O)c2ccccc2)nc1-c1cccs1 returned NTR1 agonist 0.0, GPR55 antagonists 12%, MgcRacGAP inhibition 8%, Yfh1-depleted yeast inactive, GPR35 arrestin U2OS -5%, GPR55 beta-arrestin -0.1%, SV40 large T antigen 6%, NS5 inhibitors -7%, AID2073 25% and NTR1 agonist cell count 20 µM 43.
For Cc1cccc(Oc2ccc(S(=O)(=O)N3CCCCC3)cc2N)c1 the results were NTR1 agonist 5.8, GPR55 antagonists 14%, MgcRacGAP inhibition 9%, Yfh1-depleted yeast inactive, GPR35 arrestin U2OS -11%, GPR55 beta-arrestin 0.6%, SV40 large T antigen 6%, NS5 inhibitors -5%, AID2073 -7% and NTR1 agonist cell count 20 µM 45.
`O=C(NCCc1ccccc1)C1c2ccccc2C(=O)N1Cc1cccs1` (stereo unspecified) gave NTR1 agonist 1.2, GPR55 antagonists -6%, MgcRacGAP inhibition 10%, Yfh1-depleted yeast inactive, GPR35 arrestin U2OS -8%, GPR55 beta-arrestin -0.4%, SV40 large T antigen 10%, NS5 inhibitors -2%, AID2073 -4% and NTR1 agonist cell count 20 µM 66.
Screening O=C1OC(C(=O)Nc2nccs2)Cc2ccccc21 (stereo unspecified) returned NTR1 agonist 0.0, GPR55 antagonists 7%, MgcRacGAP inhibition 1%, Yfh1-depleted yeast inactive, GPR35 arrestin U2OS 0%, GPR55 beta-arrestin -0.2%, SV40 large T antigen 3%, NS5 inhibitors -8%, AID2073 -3% and NTR1 agonist cell count 20 µM 60.
CC(C)[C@H](NC(=O)c1ccccc1)C(=O)OCC(=O)Nc1ccc2c(c1)OCCO2 was read as NTR1 agonist 0.3, GPR55 antagonists 5%, MgcRacGAP inhibition 0%, Yfh1-depleted yeast inactive, GPR35 arrestin U2OS -6%, GPR55 beta-arrestin -0.1%, SV40 large T antigen 1%, NS5 inhibitors -11%, AID2073 14% and NTR1 agonist cell count 20 µM 88.
For O=C(CCCCn1c(=O)c2ccccc2n(CC(=O)Nc2cccc(F)c2)c1=O)NCc1ccco1 the results were NTR1 agonist -1.1, GPR55 antagonists -4%, MgcRacGAP inhibition 8%, Yfh1-depleted yeast inactive, GPR35 arrestin U2OS -14%, GPR55 beta-arrestin -0.1%, SV40 large T antigen 10%, NS5 inhibitors 4%, AID2073 -4% and NTR1 agonist cell count 20 µM 49.
Screening Nc1cc(Cl)ccc1C(=O)OCC(=O)N1CCCC1 returned NTR1 agonist 1.0, GPR55 antagonists 7%, MgcRacGAP inhibition 3%, GPR35 arrestin U2OS -8%, GPR55 beta-arrestin -0.4%, SV40 large T antigen 30%, NS5 inhibitors -1%, AID2073 9% and NTR1 agonist cell count 20 µM 59.
`CCOc1ccc(N(CC(=O)NN=C2CCN(C)CC2)S(C)(=O)=O)cc1` gave NTR1 agonist 4.2, GPR55 antagonists 9%, MgcRacGAP inhibition 2%, Yfh1-depleted yeast inactive, GPR35 arrestin U2OS -2%, GPR55 beta-arrestin 0.2%, SV40 large T antigen 7%, NS5 inhibitors 1%, AID2073 -9% and NTR1 agonist cell count 20 µM 31.
`CCC1CCCCN1CCCNC(=O)c1ccc2c(c1)N(Cc1ccc(F)cc1)C(=O)c1ccccc1S2=O` (stereo unspecified) gave NTR1 agonist 7.1, GPR55 antagonists -5%, GPR35 arrestin U2OS 6%, GPR55 beta-arrestin -0.2%, SV40 large T antigen 1%, NS5 inhibitors -3%, AID2073 4% and NTR1 agonist cell count 20 µM 40.
Screening CCN1CCCc2cc(CN(CCN3CCOCC3)C(=S)Nc3ccccc3C)ccc21 returned NTR1 agonist 0.8, GPR55 antagonists 8%, MgcRacGAP inhibition 6%, Yfh1-depleted yeast inactive, GPR35 arrestin U2OS 7%, GPR55 beta-arrestin -0.3%, SV40 large T antigen 19%, NS5 inhibitors 0%, AID2073 15% and NTR1 agonist cell count 20 µM 68.
For COc1ccc(C2CC(C(F)(F)F)n3nc(C(=O)NCc4c(C)nn(C)c4C)c(Cl)c3N2)cc1 (stereo unspecified) the results were NTR1 agonist 1.8, GPR55 antagonists 2%, MgcRacGAP inhibition 10%, Yfh1-depleted yeast inactive, GPR35 arrestin U2OS -3%, GPR55 beta-arrestin -0.1%, SV40 large T antigen 5%, NS5 inhibitors 0%, AID2073 -3% and NTR1 agonist cell count 20 µM 58.
